Bioassay records: PubChem BioAssay, The Scripps Research Institute Molecular Screening Center
SRC1 TRFRET art – TR-FRET artefact, counter-screen to PPARgamma/SRC-1 agonist assay | TR-FRET detection artefact counter-screen, emission ratio; hits give high values | TR-FRET ratio at 8 µM | 99,000 tested, 0.34% active | AID 1051; in the data active = TR-FRET ratio above about 2300; also: inactives centre near 1800; reference of the scale not given here
SRC3 TRFRET art – counter-screen for PPARgamma SRC-3 recruitment agonists: TR-FRET artefact; PPARgamma/SRC-3 format; hits give high values; AID 1048; TR-FRET ratio at 8 µM; 99,000 tested, 0.39% active; in the data active = TR-FRET ratio above about 2000; also: inactives centre near 1600; reference of the scale not given here
* = called active by the depositor. The list is partial; rates above refer to the full screens.

SMILES	SRC1 TRFRET art	SRC3 TRFRET art
O=C(Nc1cccnc1)Nc1ccc(Cl)cc1Cl	1719	1649
CN(Cc1ccccc1)C(=O)COC(=O)Cn1cnc2ccccc21	1588	1515
O=C(CNC(=S)NC(=O)c1cccs1)c1ccccc1	1685	1649
O=C(CO/N=C/c1ccccc1OC(F)F)NC1CCCC1	2063	1671
O=C(CCc1c[nH]c2ccccc12)NCC1COc2ccccc2O1 (stereo not drawn)	1836	1420
CCOc1ccc(-c2nnn(CCC#N)n2)cc1OC	1695	1583
C/C=C/Cn1c(N(C)Cc2ccccc2)nc2c1c(=O)[nH]c(=O)n2C	1929	1561
CCOC(=O)c1cc(NC(=O)/C=C\C(=O)O)ccc1Cl	1752	1388
COc1ccc(CCNc2ncnc3nc[nH]c23)cc1OC	1854	1420
CC1=NN(C(N)=S)C(=O)C1N=Nc1ccc(O)cc1 (stereo not drawn)	1930	1708
Cc1cc(NS(=O)(=O)c2ccc(NC(=O)CSc3nnc(-c4ccco4)n3C)cc2)nc(C)n1	1846	1803
CCc1cc2c(NC3CCCC3)ncnc2s1	1599	1732
Cc1ccnc2nc(C(=O)OCC(=O)NCCc3ccccc3)nn12	1789	1328
CCOC(=O)Cc1csc(/N=C/c2c(O)n(-c3ccc(C)c(C)c3)c(=O)c3ccccc23)n1	1674	1665
COc1ccc(OC)c(NC(=S)NCc2ccc(S(N)(=O)=O)cc2)c1	1957	1650
CCOc1ccc(-n2c(=O)c3c4c(sc3n(CC(=O)NCC3CCCO3)c2=O)CCC4)cc1 (stereo not drawn)	1755	1586
O=C(CSc1nnc(SCc2ccccc2)s1)N/N=C/c1c[nH]c2ccccc12	1778	1598
O=C(O)c1cccc(NC(=S)NC(=O)c2ccc(-c3ccc(Cl)cc3)o2)c1	1688	1621
CCOC(=O)c1cnc2c(C)c(C)ccc2c1Nc1ccc(S(=O)(=O)Nc2ncccn2)cc1	1703	1698
Cc1nc2ccc(NC(=O)COc3ccccc3)cc2s1	1601	1621
O=C(NCCc1c[nH]c2ccccc12)/C(=C\c1cccnc1)NC(=O)c1ccco1	1800	1638
O=C(CN(c1cccc(Cl)c1)S(=O)(=O)c1ccc(Cl)cc1)N1CCc2ccccc2C1	1784	1590
Clc1ccc2nc(CSc3ccccc3)cn2c1	1570	1803
C1CCN(c2nc3nonc3nc2NCC2CCOCC2)CC1	2044	1607
C[C@@H](C(=O)NCc1ccccn1)[C@@H]1C[C@@]1(C)[C@@H](NC(=O)OCc1ccccc1)c1ccccc1	1715	1442
O=C(CN1CCc2ccccc21)NCc1ccccc1Cl	1940	1627
O=C(c1ccccc1)c1ccc2nc(N3CCCCC3)c3nncn3c2c1	1799	1551
O=C(CCc1ccccc1)Nc1cc(C(=O)O)cc(C(=O)O)c1	1919	1496
COc1ccc2nc(Nc3ccccc3)sc2c1	1895	1533
Cc1ncc([N+](=O)[O-])n1CCOC(=O)c1cc(Cl)cc(Cl)c1N	1854	1592

Given with two lines to a compound: part of the list above.
Values run as follows: SRC1 TRFRET art	SRC3 TRFRET art
O=C(CN(c1cccc(Cl)c1)S(=O)(=O)c1ccc(Cl)cc1)N1CCc2ccccc2C1
 : 1784	1590
CCOc1ccc(-n2c(=O)c3c4c(sc3n(CC(=O)NCC3CCCO3)c2=O)CCC4)cc1 (stereo not drawn)
 : 1755	1586

Continuation:
SMILES	SRC1 TRFRET art	SRC3 TRFRET art
Cc1cc(=O)[nH]c(SCC(=O)Nc2ccc(F)cc2)c1C#N	1839	1447
CCN(CC)C(=S)SCC(=O)NC12CC3CC(CC(C3)C1)C2	1929	1644
CC1CCN(C(=O)CSc2nc(N)c3c4c(sc3n2)CN(C)CC4)CC1	1940	1675
COc1cc(C=O)ccc1OCC(=O)NC(C)(C)C	1749	1540
CCOCCCNC(=O)C(NC(=O)c1ccc(NC(C)=O)cc1)c1ccccc1 (stereo not drawn)	1464	1492
Cn1cccc1Cc1nnc(SCC(=O)N2CCc3ccccc32)n1-c1ccc(F)cc1	1575	1473
O=C(CCc1nnc(-c2ccc3c(c2)OCO3)o1)N(Cc1ccncc1)CC1CCCO1 (stereo not drawn)	1852	1663
COc1cccc(CNC(=O)CC2Sc3ccccc3NC2=O)c1 (stereo not drawn)	1886	1590
COc1ccc(S(=O)(=O)Nc2ccccc2OC)cc1NC(=O)c1cc2ccccc2oc1=O	1979	1662
COc1cc(CSc2nnnn2-c2ccc(C)cc2)cc(OC)c1OC	1778	1652
CC1(C)Cc2c(sc3ncn4c(=S)[nH]nc4c23)CO1	1652	1627
OC[C@H]1O[C@@H](Oc2cc(O)cc(/C=C/c3ccc(O)cc3)c2)[C@H](O)[C@@H](O)[C@@H]1O	1952	1641
CC1=C(C(=O)NCCCOC(C)C)C2(CCC(C)CC2)OC1=O (stereo not drawn)	1518	1792
Cn1c(CSCc2ccc(Cl)cc2)n[nH]c1=S	1721	1679
COc1cc(/C(C)=N/Nc2ccc(C(=O)O)cc2)cc(OC)c1OC	1630	1493

In a second layout: entries from further up
The line under a structure holds: SRC1 TRFRET art | SRC3 TRFRET art
- COc1ccc2nc(Nc3ccccc3)sc2c1
    1895 | 1533
- Cc1ncc([N+](=O)[O-])n1CCOC(=O)c1cc(Cl)cc(Cl)c1N
    1854 | 1592

Going on with the list.
SMILES	SRC1 TRFRET art	SRC3 TRFRET art
CCc1nnc(NC(=O)CSc2nnnn2-c2cccc(C(C)=O)c2)s1	1331	1554
O=C(O)c1ccc(S(=O)(=O)c2ccc(Sc3ccc(C(=O)O)c(C(=O)O)c3)cc2)cc1	1910	1688
COc1ccc(CSCC(=O)NCCC(C)C)cc1	2103	1518
CCCC(=O)Nc1nnc(-c2ccc3c(c2)OCCO3)o1	1755	1614
COc1ccc(-c2nc(NC(=O)c3ccc(OCC(=O)N4CCOCC4)c(OC)c3)sc2C)cc1	1528	1501
CS(=O)(=O)N1CCN(c2ccc([N+](=O)[O-])c(SCc3ccco3)c2)CC1	2089	1585
CC(=O)NC(=S)Nc1ccccc1C(=O)Nc1ccccc1	1685	1634
CCC(C)NC(=O)c1ccccc1NC(=O)CN1C(=O)c2ccccc2S1(=O)=O (stereo not drawn)	1944	1683
CC(=O)COC(=O)C1CC(=O)N(c2ccc(C)c(C)c2)C1 (stereo not drawn)	1722	1559
Cn1cnnc1Sc1cc(N2CCN(S(=O)(=O)c3ccc4ccccc4c3)CC2)ccc1[N+](=O)[O-]	1540	1434
CSCCC(NC(N)=O)C(=O)Nc1cccc(S(=O)(=O)N2CCOCC2)c1 (stereo not drawn)	1620	1492
CC1CCN(c2nnc(-c3ccccc3)c3ccccc23)CC1	1761	1594
FC(F)(Cl)c1nnc2ccc(Sc3ccccn3)nn12	1696	1382
Cc1cc(=O)n2c3ccccc3n(CC(O)CN3CCN(CCO)CC3)c2c1C#N (stereo not drawn)	1998	1812
Cc1ccc(NC(=O)C(C)OC(=O)c2ccc(NS(=O)(=O)c3ccc(F)c(F)c3)cc2)cc1 (stereo not drawn)	1829	1291
O=C(c1cccnc1)N1CCN(c2ccc3ccccc3n2)CC1	1774	1412
COc1ccc(N2CCN(C(=O)CSc3nnc4c(C)cc5ccccc5n34)CC2)cc1	1809	1780
Cc1occc1C(=O)NC(C)C12CC3CC(CC(C3)C1)C2 (stereo not drawn)	1687	1629
CC1(C)CC(=O)C(N=Nc2c(Cl)cc(Cl)cc2Cl)=C(O)C1	1692	1603
Cc1ccccc1NC(=S)NCC(c1cccnc1)N(C)C (stereo not drawn)	1634	1519
CC(C)(C)c1nc(C(C)(C)C)c(Br)c(=O)[nH]1	1829	1525
CC(C)c1ccc(Nc2ncccc2C(=O)O)cc1	1941	1540
O=C(NCc1n[nH]c(=S)n1Cc1ccccc1)c1ccccc1	1587	1604
CC(NC(=S)Nc1cccc(C(F)(F)F)c1)C(C)(C)C (stereo not drawn)	1905	1691
CN(c1ccc(C(=O)Nc2ccc(Cl)cn2)cc1)S(=O)(=O)c1ccccc1	1642	1562
O=C(NC(=S)Nc1ccc(NC(=O)c2cccs2)cc1)c1cc2ccccc2o1	1782	1779
Cc1cc(C)n2nc(SCC(=O)N(C(C)C)C(C)C)nc2n1	1892	1538
CCOc1ccc(-n2c(-c3ccccc3)c[n+]3c2CCCCC3)cc1	2048	1827
O=C(CSc1ccc2c(c1)OCCO2)NC(=O)NC1CCCC1	1893	1594
CC(C)Cn1c(O)c2ccc(C(=O)N=NC(=O)c3cccnc3)cc2c1O	1747	1548
O=C(/C=C/c1cccc([N+](=O)[O-])c1)NCc1ccc2c(c1)OCO2	1714	1739
COc1ccc(C(=O)Nc2ccc3oc(-c4cccnc4)nc3c2)cc1OC	1872	1521
O=S(=O)(CCOc1ccccc1)N1CCOCC1	2075	1506
Cc1ccccc1N1CCN(C(=O)c2ccccc2NC(=O)c2ccccc2C(=O)O)CC1	1674	1672
CC1=NN(c2ccccc2)C(=O)/C1=C\c1cn(C)c2ccccc12	1549	1603
CC(=O)NC(Cc1ccccc1C)C(=O)NC1CCN(C(=O)c2ccc(C)cc2)CC1 (stereo not drawn)	1836	1602
O=C1CC(C(=O)Nc2ccccc2)S/C(=N\NC(=O)c2ccccc2Cl)N1 (stereo not drawn)	1898	1693
Cc1ccccc1N1CC(C(=O)Nc2nnc(SCC(=O)Nc3nccs3)s2)CC1=O (stereo not drawn)	1795	1769
Nc1cc(-c2ccc(Br)cc2)nn1Cc1ccccc1	1747	1452
COc1ccc(-n2cc(C(=O)Nc3cc([N+](=O)[O-])ccc3OC)c3ccccc3c2=O)cc1	1598	1518
O=C(Cc1ccc(Cl)cc1)NC1CC1	1718	1449
Cc1cccc(-n2nc3c(c2NC(=O)c2ccco2)CS(=O)C3)c1C (stereo not drawn)	2031	1510
N#CCCN(C(=O)COC(=O)c1ccc(CNS(=O)(=O)c2ccc(F)c(Cl)c2)cc1)c1ccc(F)cc1	1693	1617
COc1ccc(C)cc1NC(=S)NN1CCN(C)CC1	1622	1571
CN(C)c1ccc(/C=N/NC(=O)C2COc3ccccc3O2)o1 (stereo not drawn)	1690	1557
O=C(O)CCCCCNS(=O)(=O)c1cccc2c1C(=O)c1ccccc1C2=O	1717	1429
C/C=C/C(=O)OCC(=O)Nc1cc([N+](=O)[O-])ccc1Cl	1548	1438
C[C@@H]1NC(=O)c2cc([N+](=O)[O-])cc(I)c2OCC[C@@H](C(=O)NC(CC(=O)O)C(N)=O)NC(=O)[C@H](CC(N)=O)NC1=O (stereo partly drawn)	1778	1464
CC[C@H](C)[C@H](NC(N)=O)C(=O)Nc1ccc2c(c1)OCO2	1947	1668
O=C(CCCCCn1c(=S)[nH]c2ccc(N3CCOCC3)cc2c1=O)NCc1ccc2c(c1)OCO2	1919	3424*
COc1ccc(-c2nc3cnccn3c2Nc2ccc3c(c2)OCO3)cc1	1710	1453
O=C(Nc1ccc2c(c1)OCO2)C1CCN(c2ccc(S(=O)(=O)N3CCOCC3)cc2)CC1	1916	1598
COc1cc(C(=O)NCc2ccc(F)cc2)cc(Cl)c1OC	1645	1447
Cc1ccccc1C(=O)NNC(=S)NC(=O)c1cccnc1	1819	1705
O=C(Nc1ccc(N2CCOCC2)cc1)C1CC(O)CN1S(=O)(=O)c1ccc(Cl)cc1 (stereo not drawn)	1876	1587
CCOc1nc(SCCOc2ccccc2)nc(N(C)C)n1	1790	1408
Cc1ccc(C(NC(=O)N2CC(C)OC(C)C2)C(Cl)Cl)cc1F (stereo not drawn)	1825	1653
CC(=O)c1cc(C(=O)N2CCCC(CCC(=O)N(C)CCc3ccccn3)C2)cs1 (stereo not drawn)	1868	1796
CCn1cc(-c2cc(C(=O)O)on2)c(C)n1	1672	1479
CCCCN=C1NN=C(c2cccc([N+](=O)[O-])c2)CS1	1774	1563
Additional results follow.
SMILES	SRC1 TRFRET art	SRC3 TRFRET art
CCc1cc2c(SCC(=O)NC3CCS(=O)(=O)C3)ncnc2s1 (stereo not drawn)	1596	1422
CC(C)CNC(=O)c1cccc(NC(=O)CSc2ccccc2)c1	1996	1706
COc1cccc(C(=O)/C=C/Nc2ccc(S(=O)(=O)Nc3ccc(C(C)=O)cc3)cc2)c1	2106	1613
CC(=O)c1c(C)[nH]c(C(=O)OCC(=O)Nc2ccc(Cl)cc2[N+](=O)[O-])c1C	1744	1639
O=C(Nc1nnc(-c2ccccc2)o1)NC1CCCCC1	1821	1387
CCOc1cc(NC(=S)NCCCN(C)C)c(OCC)cc1NC(=O)C1CC1	1871	1626
COC(=O)Cc1ccc2oc(-c3cccnc3)nc2c1	1464	1587
COCCn1c(C)cc(C(=O)COC(=O)c2ccc3c(c2)NC(=O)CS3)c1C	1789	1643
Cn1c(SCc2ccccc2)nc2ccsc2c1=O	1781	1653
COc1cc(OC)c(C(=O)NCC2CCCO2)cc1OC (stereo not drawn)	1856	1353
COc1ccccc1OCC(=O)OC/C(O)=C(\C#N)c1nc2ccccc2[nH]1	1638	1564
CCCn1c(-c2ccc(F)cc2)n[nH]c1=S	1909	1564
CC(=O)/C(N=Nc1ccc(SC(F)F)cc1)=C(\C)O	1766	1321
S=C(Nc1ccccc1)N(Cc1ccccc1)Cc1ccncc1	1708	1276

At a glance, some entries already given:
SMILES	SRC1 TRFRET art	SRC3 TRFRET art
COCCn1c(C)cc(C(=O)COC(=O)c2ccc3c(c2)NC(=O)CS3)c1C	1789	1643
Cn1c(SCc2ccccc2)nc2ccsc2c1=O	1781	1653
COc1cc(OC)c(C(=O)NCC2CCCO2)cc1OC (stereo not drawn)	1856	1353
COc1ccccc1OCC(=O)OC/C(O)=C(\C#N)c1nc2ccccc2[nH]1	1638	1564
CCCn1c(-c2ccc(F)cc2)n[nH]c1=S	1909	1564
CC(=O)/C(N=Nc1ccc(SC(F)F)cc1)=C(\C)O	1766	1321
S=C(Nc1ccccc1)N(Cc1ccccc1)Cc1ccncc1	1708	1276
